# Assay outcomes as filed in PubChem BioAssay.
# Hck-Nef inh – blocks Nef-activated human Hck kinase; inhibition, % at 20 µM; Recombinant Hck-YEEI plus Nef, Z-Lyte FRET kinase assay; AID 463187; actives 0.68% (n = 220,000); P08631;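 active = Hck-Nef kinase inhibition above about 50%, limit read from the data; inactive = inhibition below that limit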;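 note: 0% = DMSO with Hck plus Nef and 100% = Hck alone without Nef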
# FXIa inh – factor XIa (human) inhibition. P03951. purified FXIa, Boc-Glu-Ala-Arg-AMC fluorogenic substrate. inhibition, % at 5 µM. actives 0.14% (n = 220,000);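 active = inhibition of at least 40%; inactive = inhibition below 40%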;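 note: fluorescence of freed AMC excited at 355 nm; 0% = enzyme without compound and 100% = no enzyme blank; many of its hits are not listed in these tables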
# TNF necrop inh – TNF-alpha cell death inhibition in Jurkat FADD-/- cells | Jurkat FADD-/- TNF necroptosis rescue, ATP luminescence, 24 h; 0 = TNF only, 100 = no-TNF cells | activation (protection from cell death), % at 10 µM | actives 0.068% (n = 220,000) | AID 463075;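 active = activation, meaning protection from cell death, of at least 50% relative to plate controls; inactive = activation below 50%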;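 note: necroptosis triggered by 40 ng/mL TNF-alpha added together with compound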
# L929 necroptosis – blocks zVAD induced death of L929 cells; L929 zVAD necroptosis rescue, ATP luminescence, 24 h; with zVAD 60 µM; viability rescue, % at 10 µM; actives 0.38% (n = 220,000);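 active = activation, scaled between plate controls, above about 75%, limit read from the data; inactive = activation under that limit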;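 note: 0% = zVAD with DMSO and 100% = DMSO alone without zVAD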
# Rad51 HR inh – blocks human Rad51 in homologous recombination | Q06609 | hRad51 DNA strand exchange, fluorescence dequenching | inhibition, % at 10 µM | actives 0.085% (n = 200,000);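 active = inhibition above 40% at the single screening dose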;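 note: 0% = DMSO control wells and 100% = blanks with heterologous ssDNA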
#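 Assay system: Human Rad51 nucleoprotein filaments preassembled on unlabelled ssDNA | Reagent: Donor/quencher-labelled 47-bp dsDNA substrate | Doses: One concentration, 10 µM final | Times: 37 °C 15-min filament assembly, 30-min compound preincubation, 15-min exchange | Technique: Fluorescein emission 520 nm, excitation 485 nm | Benchmarks: Plate control and blank wells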
# Thrombin inh – thrombin (human) inhibition. P00734. alpha-thrombin, Boc-VPR-AMC fluorogenic substrate cleavage. inhibition, % at 5 µM. actives 0.26% (n = 220,000). AID 1046;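 active = inhibition at or above 40%; inactive = inhibition below 40%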;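 note: 0% = enzyme with no compound and 100% = wells without enzyme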
#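 Material: human alpha-thrombin protein. Incubation: reaction at ambient temperature. Technique: fluorescence of released AMC, ex 355 nm, em 460 nm. Control set: no-compound enzyme wells and no-enzyme blanks. Also added: Boc-VPR-AMC substrate, 15 µM final. Buffer or medium: pH 7.5 Tris (50 mM) with NaCl 150 mM, Tween 20 0.05%.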
# hK5 inh – inhibitors of human kallikrein 5. recombinant hK5, fluorogenic AMC substrate cleavage. Q9Y337. actives 0.59% (n = 210,000). inhibition, % at 5 µM;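 active = inhibition of 40% or more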;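 note: 0% = enzyme controls without compound and 100% = no-enzyme blanks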
# FXIIa inh 1536 – blocks human coagulation factor XIIa protease activity; purified FXIIa, Boc-QGR-AMC fluorogenic substrate, 2 h; actives 0.3% (n = 220,000); P00748; inhibition, % at 5 µM; in the data active = inhibition above about 40%;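 note: 0% = enzyme with no compound and 100% = blank without enzyme; many of its hits are not listed in these tables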
# Cl transport mod – KCC2 (human) Cl- transport modulation; AID 1456; KCC2 cells, thallium flux FluoZin-2 fluorescence; actives 2.2% (n = 190,000); B-score of Tl+ flux slope (higher = more flux/activation; lower = inhibition) at 10 µM;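 active = thallium flux slope and its plate-corrected score both differing from the plate sample mean at a set confidence after two filtering rounds, in either direction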;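 note: slope of fluorescence scaled to starting intensity during 10 to 20 s after thallium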
# Target sequence (Q9H2X9 whole entry, looked up): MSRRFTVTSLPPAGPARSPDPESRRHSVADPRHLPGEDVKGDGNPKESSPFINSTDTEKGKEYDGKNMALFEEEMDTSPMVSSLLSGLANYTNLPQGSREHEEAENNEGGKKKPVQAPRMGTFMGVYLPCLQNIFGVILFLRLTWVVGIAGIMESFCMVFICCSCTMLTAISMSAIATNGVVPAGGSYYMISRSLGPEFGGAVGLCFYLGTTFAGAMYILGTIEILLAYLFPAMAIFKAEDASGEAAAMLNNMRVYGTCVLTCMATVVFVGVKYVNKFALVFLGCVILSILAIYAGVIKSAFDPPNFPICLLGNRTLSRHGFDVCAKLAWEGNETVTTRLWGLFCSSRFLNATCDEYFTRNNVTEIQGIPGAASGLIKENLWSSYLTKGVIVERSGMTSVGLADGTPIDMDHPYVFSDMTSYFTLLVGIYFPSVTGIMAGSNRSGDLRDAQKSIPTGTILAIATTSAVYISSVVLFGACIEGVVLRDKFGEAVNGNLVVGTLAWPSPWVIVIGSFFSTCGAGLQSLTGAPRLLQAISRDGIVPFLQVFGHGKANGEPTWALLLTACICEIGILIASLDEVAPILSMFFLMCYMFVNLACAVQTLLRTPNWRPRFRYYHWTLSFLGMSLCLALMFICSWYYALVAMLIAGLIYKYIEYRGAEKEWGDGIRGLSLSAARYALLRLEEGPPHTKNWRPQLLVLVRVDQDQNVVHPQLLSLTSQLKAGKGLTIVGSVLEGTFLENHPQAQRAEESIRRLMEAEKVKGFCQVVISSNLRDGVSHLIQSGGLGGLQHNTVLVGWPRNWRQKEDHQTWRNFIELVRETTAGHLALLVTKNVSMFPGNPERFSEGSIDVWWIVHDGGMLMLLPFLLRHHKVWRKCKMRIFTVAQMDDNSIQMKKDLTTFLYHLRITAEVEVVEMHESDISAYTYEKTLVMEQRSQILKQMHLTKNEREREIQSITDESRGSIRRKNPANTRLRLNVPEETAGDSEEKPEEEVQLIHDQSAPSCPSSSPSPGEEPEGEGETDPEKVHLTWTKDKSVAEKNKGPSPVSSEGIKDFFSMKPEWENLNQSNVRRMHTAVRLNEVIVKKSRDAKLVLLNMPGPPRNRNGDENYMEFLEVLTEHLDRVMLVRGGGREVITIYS
# Starred values were filed as active, the others as inactive; / = no result given. The list is partial, so the mix of outcomes need not match the whole.
# Every second line gives: Hck-Nef inh	FXIa inh	TNF necrop inh	L929 necroptosis	Rad51 HR inh	Thrombin inh	hK5 inh	FXIIa inh 1536	Cl transport mod
CCCCCCOc1ccc(C(CC(N)=O)C(=O)O)cc1 (stereo unspecified)
→ 26	0	-0.2	7.2	-4	-4	3	11	0.059
COc1ccc(C2Nc3ccc(Br)cc3C(c3ccccc3)N2CC(=O)O)cc1 (stereo unspecified)
→ 28	0	0.3	-0.3	-3	-6	-5	-5	-2.2
O=C1/C(=C/c2cccc(O)c2)SC(=S)N1CC1CCCO1 (stereo unspecified)
→ 2	1	-1.2	-1.3	17	-1	1	6	-0.91
Cc1noc(C)c1S(=O)(=O)N1CCC(C(=O)N(C)Cc2ccccc2)CC1
→ 8	6	1.0	-0.8	-4	2	6	12	-0.48
CCOC(=O)c1ccc(NC(=O)NC(C)C2CCCO2)cc1 (stereo unspecified)
→ 1	4	1.0	0.5	0	0	1	5	1.1
Cc1ccc(-c2cn3cccnc3n2)cc1
→ 6	-18	-2.1	0.6	-1	-9	-10	1	1.4
COc1cc2cc(Oc3ccc4ccc(=O)oc4c3)c(=O)oc2cc1OC1OC(COC(=O)CC(C)(O)CC(=O)O)C(O)C(O)C1O (stereo unspecified)
→ 2	0	2.2	5.1	-1	-4	-15	7	0.77
COc1ccc(C(=O)Nc2ccc(OC)c([N+](=O)[O-])c2)cc1Br
→ 12	11	-4.1	-0.8	3	2	-14	6	-0.076
Cn1cnnc1SC(C(=O)Nc1ccc(F)cc1)c1ccccc1 (stereo unspecified)
→ 4	-2	0.0	-1.1	1	0	-5	10	-0.49
O=C(NCc1ccc2c(c1)OCO2)c1ccc2c(c1)OCO2
→ -1	-4	-1.4	-0.2	22	-4	-2	1	-0.59
CSCCOC(=O)c1[nH]c2c(c1C)C(=O)CC(c1ccco1)C2 (stereo unspecified)
→ 7	3	-16	-1.3	3	-2	-20	10	0.87
Cc1c(C(=O)NCCC2=CCCCC2)oc2ccc(S(=O)(=O)N3CCC4(CC3)OCCO4)cc12
→ -1	-2	-0.2	2.1	3	-5	0	6	-1.1
C=CCN(N=Nc1cccc([N+](=O)[O-])c1)c1cccc([N+](=O)[O-])c1
→ 1	-1	0.3	-0.1	-1	-4	2	6	0.094
CN(C)CCN1C(=O)C(O)=C(C(=O)c2cc3ccccc3o2)C1c1cccc(Br)c1 (stereo unspecified)
→ 1	7	-0.3	0.0	-4	8	-14	20	-0.83
CC(=O)C1=C(C)NC(SCC(=O)c2ccc(Cl)c(Cl)c2)=C(C#N)C1c1ccco1 (stereo unspecified)
→ 0	/	0.6	0.6	-17	/	/	/	/
CCCS(=O)(=O)N1CCN=C1SCc1ccc(C)cc1
→ 24	0	0.8	3.1	23	4	1	5	-0.45
CCNC(=O)Nc1nc2ccccc2s1
→ 22	-2	2.9	69	-1	-9	0	8	-0.14
CC(C)N=C1SC(CC(=O)Nc2ccccc2)C(=O)N1C(C)C (stereo unspecified)
→ 18	0	1.8	5.9	0	-3	1	7	-0.32
CC(C)(C)NC(=O)NC(=O)COC(=O)c1cccc(F)c1
→ -1	-4	1.1	/	/	-4	-11	7	-0.8
Cn1cc(CN2CCC(CO)CC2)c(-c2ccc(Oc3ccccc3)cc2)n1
→ 14	-7	2.8	0.7	10	-5	2	0	-0.078
COc1ccc(CCNC(=O)c2cc(-c3cc(Cl)ccc3O)n[nH]2)cc1OC
→ 23	1	2.6	0.2	/	-9	1	4	0.29
CC(C)N(C)CCOC(=O)c1ccccc1Br
→ -3	-10	1.2	1.5	1	-13	-9	-6	-0.87
COc1ccccc1NC(=O)C1=C(C)NC(=O)NC1c1ccccc1[N+](=O)[O-] (stereo unspecified)
→ 18	9	0.5	2.3	0	-8	-1	8	-0.014
Cc1cc(C)n2nc(SCC(=O)c3cc(C)n(CC4CCCO4)c3C)nc2n1 (stereo unspecified)
→ 3	-2	-0.9	-0.5	-11	1	1	6	-0.55
CCOC(=O)Cn1nc(/C=C/c2ccc(OC)cc2)ccc1=O
→ 1	/	-2.5	-0.1	-10	/	/	/	-0.8
O=C(NC(=S)NCCC1=CCCCC1)c1cncc(Br)c1
→ 3	0	0.6	1.0	9	-12	-6	1	15*
O=C(NC(=S)N1CCCCCC1)C1CC1
→ 1	5	-0.5	-0.1	7	-4	-14	3	1.3
O=C(Nc1ccccc1)Nc1nnc(-c2cccs2)s1
→ 2	-4	2.8	7.1	1	-14	-6	4	-0.46
CCCCn1c(=O)[nH]c(=O)c2c1nc(-c1ccc(-c3ccccc3Br)o1)n2CC
→ 4	3	-2.0	0.0	4	0	-26	12	/
O=C(O)CCC(NC(=O)c1cncc(O)c1)C(=O)O (stereo unspecified)
→ 2	-8	-0.4	0.0	-3	-1	-15	12	0.79
CCOC(=O)c1c(C)[nH]c(C(=O)OCc2c(C)noc2C)c1C
→ -1	-2	2.9	2.4	10	-2	-10	11	1.1
FC(F)(F)c1cc(-c2cccs2)nc(NCc2ccco2)n1
→ 9	7	-0.7	1.5	-1	-2	2	15	/
C=CCn1c(SCC(N)=O)nc2scc(-c3ccc(C)o3)c2c1=O
→ 16	-1	-0.3	0.0	/	-4	/	5	37*
Cc1cc(C(=O)Nc2ccc(N3CCOCC3)c(Cl)c2)c(C)o1
→ 16	3	-2.4	7.5	-6	0	1	13	-0.24
Oc1ccccc1C1=NCCNC(C(F)(F)F)=C1
→ -7	10	0.2	1.8	-26	1	-7	3	0.15
O=C(Nc1ccon1)C(Sc1ccccc1)c1ccccc1 (stereo unspecified)
→ 5	-3	-0.8	0.2	-1	-5	3	10	-0.015
COc1ccc(S(=O)(=O)N(CC(=O)NCc2ccco2)c2ccccc2)cc1OC
→ 2	3	-2.8	-0.2	5	1	-25	2	/
CCOC(=O)Cn1c(=NC(=O)CSC(C)=O)sc2cc(OC)ccc21
→ 1	2	-2.5	0.2	0	4	0	15	-1.5
O=C(NCc1cccnc1)c1cccc(-c2cc3ccccc3oc2=O)c1
→ -10	1	0.8	1.5	7	3	-14	3	-1.5
CCOc1cccc(C(=O)NCc2ccccc2)c1
→ 15	6	5.7	0.8	11	/	-2	8	0.11
C=CCn1c(SCc2c(C)noc2C)nnc1C1COc2ccccc2O1 (stereo unspecified)
→ -1	8	-0.6	-0.7	-13	7	-7	20	/
CCc1ccc(OCC(=O)OCC(=O)c2ccc3c(c2)NC(=O)CO3)cc1
→ 4	-5	-1.7	0.1	-5	-1	1	1	0.29
COc1ccc(N2C(=O)CC(N3CCN(S(=O)(=O)c4c(F)cccc4F)CC3)C2=O)cc1OC (stereo unspecified)
→ 0	-1	-0.2	0.7	-4	-3	4	-1	-0.47
CCCCc1c(C(=O)O)cc(OC)cc1C(=O)O
→ -2	6	1.4	6.7	6	5	-6	15	-0.028
CC(=O)N/N=c1\sc2ccccc2n1C
→ -6	-7	-0.3	0.1	-5	0	-13	6	0.36

# Entries of single compounds as entered above. Order of values: Hck-Nef inh, FXIa inh, TNF necrop inh, L929 necroptosis, Rad51 HR inh, Thrombin inh, hK5 inh, FXIIa inh 1536, Cl transport mod
# Results for Oc1ccccc1C1=NCCNC(C(F)(F)F)=C1 → -7, 10, 0.2, 1.8, -26, 1, -7, 3, 0.15
# Results for O=C(Nc1ccon1)C(Sc1ccccc1)c1ccccc1 (stereo unspecified) → 5, -3, -0.8, 0.2, -1, -5, 3, 10, -0.015
# Results for FC(F)(F)c1cc(-c2cccs2)nc(NCc2ccco2)n1 → 9, 7, -0.7, 1.5, -1, -2, 2, 15, /
# Results for C=CCn1c(SCc2c(C)noc2C)nnc1C1COc2ccccc2O1 (stereo unspecified) → -1, 8, -0.6, -0.7, -13, 7, -7, 20, /
# Results for CCOc1cccc(C(=O)NCc2ccccc2)c1 → 15, 6, 5.7, 0.8, 11, /, -2, 8, 0.11

# Later entries.
# Every second line gives: Hck-Nef inh	FXIa inh	TNF necrop inh	L929 necroptosis	Rad51 HR inh	Thrombin inh	hK5 inh	FXIIa inh 1536	Cl transport mod
COc1ccc(C(=O)NCC(=O)N/N=C/c2cccc(OC(=O)c3ccco3)c2)cc1OC
→ 13	5	-1.6	0.0	/	10	/	20	-0.63
O=C(CSc1nnnn1C1CCCCC1)NNC(=O)c1ccco1
→ 25	-1	-0.2	8.3	-5	-11	2	5	0.025
CCOc1ccccc1N(CC(=O)Nc1cccnc1)S(C)(=O)=O
→ 2	4	1.1	0.9	-4	2	-3	13	/
O=C(CSc1nnc(SCc2ccccc2Cl)s1)N/N=C/c1c[nH]c2ccccc12
→ 1	6	-3.5	0.2	5	-1	-6	12	-0.49
O=C(NCCCn1ccnc1)c1sc2cccc(F)c2c1Cl
→ -21	8	-3.1	0.4	4	4	0	16	-0.22
COc1ccc(NC(=O)CCc2nc(-c3ccccc3F)no2)cc1
→ 1	1	-1.1	-0.1	-7	0	-8	-11	-2.2
O=C(Nc1cccc(-c2cn3c(n2)SCC3)c1)c1ccc2c(c1)OCO2
→ -2	-4	-2.7	11	-2	-13	-7	-3	0.03
O=C(CSc1nn(-c2ccc(Cl)cc2)c(=S)s1)NCC1CCCO1 (stereo unspecified)
→ 8	14	-0.8	0.3	-5	-2	3	8	-0.34
COC(=O)[C@@H]1C[C@@]2(O)[C@H](O)[C@H](O)[C@H](O)C[C@H]2N1C/C=C/c1ccccc1
→ 29	1	1.1	0.5	6	2	2	6	0.18
Cc1ccc(S(=O)(=O)c2cc(C#N)c(=O)[nH]c2N)cc1
→ 2	7	-2.0	0.6	-12	4	-19	20	/
CCOC(=O)c1c(NC(=O)Cn2nnc3ccccc32)sc2c1CCC(C)C2 (stereo unspecified)
→ 5	-9	2.3	1.7	8	-11	-21	14	/
Cc1ccccc1-n1nc(C)c2c(C(=O)NN)cc(-c3ccncc3)nc21
→ 21	-3	0.2	2.5	13	-3	0	4	0.45
CCOc1ccc(NC(=O)c2cccc(-n3cnnn3)c2)cc1
→ 0	1	-3.4	0.0	5	-3	-17	10	0.52
CN1CCN(CC(=O)Nc2c(C#N)cnn2-c2ccccc2)CC1
→ 4	11	0.7	0.8	9	0	0	3	0.4
Cc1cc(C)c(C#N)c(SCC(=O)c2ccccc2)n1
→ 16	-5	1.1	29	-3	-14	-4	2	-1.2
COc1ccc(N(C(=O)CCl)C(C(=O)NCCc2ccccc2)c2cccs2)cc1 (stereo unspecified)
→ -2	1	-13	1.8	-8	24	2	9	-0.2
COCCCNC(=O)c1cc(C)nn1-c1ccccc1
→ 23	1	0.6	0.5	-25	2	1	12	-0.1

# Limited to hK5 inh, FXIa inh and TNF necrop inh, for some of the entries so far:
Molecule | hK5 inh | FXIa inh | TNF necrop inh
COc1ccc(NC(=O)CCc2nc(-c3ccccc3F)no2)cc1 | -8 | 1 | -1.1
O=C(CSc1nn(-c2ccc(Cl)cc2)c(=S)s1)NCC1CCCO1 (stereo unspecified) | 3 | 14 | -0.8
